Assay outcomes as filed in PubChem BioAssay.
S1P2 ag = agonists of human S1P2 receptor. O95136. S1P2-expressing cell line, agonist reporter read-out. activation, % at 4.5 µM. actives 0.46% (n = 97,000). AID 729; in the data active = activation above about 16%;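 note: 0% = vehicle low control and 100% = maximal reference agonist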
Target sequence (O95136 whole entry, looked up): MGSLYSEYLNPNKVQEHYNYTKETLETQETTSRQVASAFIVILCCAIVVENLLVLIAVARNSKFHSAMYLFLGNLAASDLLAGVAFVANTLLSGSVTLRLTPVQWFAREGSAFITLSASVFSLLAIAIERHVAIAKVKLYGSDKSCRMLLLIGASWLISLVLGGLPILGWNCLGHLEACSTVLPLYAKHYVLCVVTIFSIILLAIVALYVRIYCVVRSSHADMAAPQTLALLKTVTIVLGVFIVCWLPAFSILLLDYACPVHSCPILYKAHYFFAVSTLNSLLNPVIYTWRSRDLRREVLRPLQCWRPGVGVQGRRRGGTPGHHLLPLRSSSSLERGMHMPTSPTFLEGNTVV
E coli WT exp = E. coli BW25113 growth inhibition, expanded screen; growth inhibition, % at 100 µM; actives 0.15% (n = 98,000); OD600 absorbance;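 active = growth inhibition above about 50% at one test dose, limit read from the data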;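 note: growth measured after 20 h incubation at 37 °C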
HUVEC prolif 384 = blocks proliferation of human endothelial cells; AID 648; actives 1.1% (n = 86,000); HUVEC proliferation, CellTiter-Glo luminescence, 72 h; stronger effect = lower value; viability, % at 10 µM (by protocol);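 active = viability at or below 30%; inactive = viability above 30%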;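 note: 100% = median luminescence of DMSO-only cell control wells on each plate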
S1P2 antag = S1P2 (human) receptor antagonism | inhibition, % at 5 µM | actives 0.21% (n = 97,000) | O95136 | cell-based S1P2 antagonist assay, inhibition at 5 uM | AID 736; in the data active = inhibition above about 45%;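 note: CRE beta-lactamase reporter cells expressing human S1P2 stimulated with S1P; 0% = agonist at EC80 alone and 100% = agonist plus reference antagonist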
Fibroblast inh = blocks proliferation of human lung fibroblasts | viability, % at 10 µM | actives 1.1% (n = 85,000) | LL 47 human lung fibroblast viability, ATP luminescence; stronger effect = lower value;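 active = viability at or below 50% in the single dose screen; inactive = viability above 50%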;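 note: compound exposure lasted 72 h before the ATP readout; 100% = median luminescence of untreated cell-only wells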
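Material: human lung fibroblast line LL 47, low passage; Evaluation: viability percentage against median untreated-cell control; Buffer or medium: 15% FBS in IMEM; Incubation: 72 h compound exposure at 37 °C after overnight plating; Dosing: 0.1% DMSO in all compound wells; Measured by: CellTiter-Glo luminescence.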
PostGolgi yeast = growth inhibition of a yeast mutant, post-Golgi transport screen | post-Golgi transport phenotypic cell assay | inhibition, % at 10 µM | actives 0.9% (n = 98,000) | AID 739;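 note: yeast cells grown in 1536-well plates; yeast grown about 18 h at 30C before absorbance read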
PostGolgi ctrl = inhibits growth of the yeast control strain. efflux-deficient yeast background strain, growth absorbance A615, 16 h. inhibition, % at 10 µM. actives 5% (n = 98,000). AID 738
H69AR inhibit = growth inhibitors of human H69AR lung tumor cells; H69AR lung tumor viability, ATP luminescence, 72 h; stronger effect = lower value; viability, % at 10 µM; actives 6% (n = 85,000);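 active = viability at or below 40%; inactive = viability above 40%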;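 note: multidrug resistant small cell line overexpressing MRP-1 efflux transporter; 100% = mean luminescence of untreated control wells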
hDAT+cocaine = changed human dopamine transporter uptake under cocaine IC80; Q01959; LLC-PK1 hDAT cells, [14C]-dopamine uptake with cocaine IC80; actives deviate in either direction; B-score at 10 µM; actives 1.3% (n = 110,000); AID 449768;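 active = Z score or B-score, a plate-position-corrected score, falls beyond the plate's 99.7% confidence bounds, in either direction; inactive = both scores lie inside the 99.7% bounds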;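 note: scored against the spread of the other compound wells on the same plate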
Target sequence (Q01959 whole entry, looked up): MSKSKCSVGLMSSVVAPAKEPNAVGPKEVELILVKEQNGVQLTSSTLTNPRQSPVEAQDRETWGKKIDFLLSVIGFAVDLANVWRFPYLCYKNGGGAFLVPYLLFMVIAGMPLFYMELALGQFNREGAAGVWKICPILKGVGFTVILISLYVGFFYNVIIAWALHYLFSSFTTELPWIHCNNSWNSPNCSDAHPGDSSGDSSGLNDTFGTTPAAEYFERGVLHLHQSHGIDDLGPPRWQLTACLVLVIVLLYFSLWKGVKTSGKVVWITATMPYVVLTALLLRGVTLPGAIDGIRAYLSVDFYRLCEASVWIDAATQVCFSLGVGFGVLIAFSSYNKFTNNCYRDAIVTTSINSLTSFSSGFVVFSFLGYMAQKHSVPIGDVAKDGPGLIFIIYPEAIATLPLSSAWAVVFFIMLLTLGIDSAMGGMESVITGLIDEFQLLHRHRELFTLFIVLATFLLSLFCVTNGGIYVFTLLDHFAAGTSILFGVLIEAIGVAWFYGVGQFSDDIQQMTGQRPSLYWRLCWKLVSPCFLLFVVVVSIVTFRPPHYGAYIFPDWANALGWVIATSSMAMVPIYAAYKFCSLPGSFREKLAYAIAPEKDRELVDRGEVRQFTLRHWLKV
Numbers without * were called inactive; · = not tested or not shown. Cut-off read from the data, not from the text of the source, unless noted: active = inhibition above about 30%; inactive = the rest. Rows are unselected; about 11% have a hit in one of these screens.

SMILES	S1P2 ag	E coli WT exp	HUVEC prolif 384	S1P2 antag	Fibroblast inh	PostGolgi yeast	PostGolgi ctrl	H69AR inhibit	hDAT+cocaine
CC(C)c1ccc(CNc2ccc(N3CCOCC3)cc2)cc1	-4.7	1.0	104.7	3.1	107.2	-1.6	0.1	83.7	-0.37
Cn1ncc(N=Cc2ccccc2)c1C(=O)Nc1cccc(Cl)c1	-2.3	-7.0	61.0	0.3	77.6	9.3	14.2	37.6*	1.05
CC(=O)C1=C(C)NC(=O)NC1c1ccc(OC2CCCC2)cc1 (configuration not stated)	-5.7	-2.0	80.2	6.6	92.1	-4.6	1.2	90.0	0.605
O=C(NCCCNC(=O)c1ccccn1)c1ccccn1	·	0.0	92.4	·	93.2	-11.0	34.6*	96.9	-0.139
O=C(NC1CCN(Cc2ccccc2)CC1)C1CCN(S(=O)(=O)c2cccc3cccnc23)CC1	·	·	94.5	·	92.5	·	·	100.7	0.302
Cc1nc(NC(C)C)c2cnn(CCc3ccccc3)c2n1	3.0	0.0	·	-0.8	·	3.0	2.2	·	-1.85
CCSc1nnc(Cc2cc(=O)[nH]c(=O)[nH]2)n1-c1cccc(C)c1	·	·	94.5	·	96.8	·	·	103.7	0.317
COc1cc(NC(=O)c2ccc(CNc3c(N4CCOCC4)c(=O)c3=O)cc2)cc(OC)c1	1.2	-1.0	99.9	-8.1	97.1	-2.9	1.8	86.5	1.41
COc1ccccc1CO/N=C/NC(=O)c1c(OC)ccnc1Oc1ccc(F)cc1	-4.7	-11.0	·	-11.5	·	-29.1	50.6*	·	0.662
CC(SC1=NCCS1)C(=O)Nc1nnc(-c2ccc(F)cc2)s1 (configuration not stated)	-3.1	-1.0	79.1	5.3	104.4	5.4	27.0	54.5	-1.21
Cc1cc(C)n2nc(SCC(=O)N(C)c3ccccc3)nc2n1	-4.1	7.0	99.4	-2.4	100.2	-2.9	-2.0	101.8	-0.121
CCC(C)NC(=O)C1CCN(c2nc(C)cc(C)n2)CC1 (configuration not stated)	-6.3	-2.0	98.3	15.0	96.1	4.8	18.8	89.0	0.234
COc1cccc(-c2nc(CSCC(=O)N3CCc4ccccc43)c(C)o2)c1	-2.8	-1.0	92.8	5.6	97.5	-6.2	-8.9	84.2	-0.0414
COc1ccc(-c2nc(C(N)=O)c3[nH]c(=O)n(-c4cccc(Cl)c4)c3n2)cc1OC	-3.0	-19.0	32.3	-21.9	7.5*	8.5	3.3	2.1*	·
CCCC(=O)Nc1cc(-c2nn(C)c(=O)c3ccccc23)ccc1N1CCOCC1	-1.9	-1.0	100.2	-44.4	107.4	23.9	18.0	73.2	0.0605
COc1ccc2[nH]c3c(=O)n(CCCCC(=O)N4CCCC4)c(=S)[nH]c3c2c1	2.7	1.0	96.8	14.1	96.0	3.5	-11.7	69.8	0.886
CCOC(=O)Cc1csc(NC(=O)c2ccc(C)o2)n1	-2.4	-1.0	105.3	17.4	106.0	-1.8	1.8	60.2	-0.465
Cn1cccc1C(=O)C(=O)Nc1cccc(Cl)c1Cl	-4.8	-4.0	·	7.0	·	-5.8	11.9	·	-0.406
Cc1ccc(-c2csc(N(CCc3ccccc3)C(=O)COc3ccccc3)n2)cc1	-5.8	-11.0	·	21.7	·	10.9	-3.8	·	-0.51
O=C1/C(=C\c2ccc3ccccc3c2)CCCc2ccccc21	-4.6	·	64.0	-6.1	63.8	·	·	17.1*	-0.163
C[C@]12CC[C@@H]3c4ccc(O)cc4[C@@H](O)C[C@H]3[C@@H]1CC[C@@H]2O	·	·	96.5	·	95.4	·	·	84.1	0.133
CCC1CCCCN1Cc1nc2c(c(=O)n(C)c(=O)n2C)n1Cc1cccc2ccccc12 (configuration not stated)	·	·	82.1	·	103.2	·	·	85.9	0.924
CCOc1ccc2nc(NC(=O)C3CCN(S(=O)(=O)c4cnc[nH]4)CC3)sc2c1	-5.4	-8.0	87.7	5.4	88.2	-5.4	7.7	58.2	1.24
COC(=O)CCS(=O)(=O)c1ccc(NC(C)=O)cc1	-2.4	4.0	94.5	-7.2	99.9	0.3	2.5	98.6	0.425
COc1ccc(NC(=O)CC(NCCc2ccccc2)C(=O)O)c(OC)c1 (configuration not stated)	-2.4	4.0	88.6	7.2	91.3	3.0	-3.0	94.5	0.0606

Quoted at random: two compounds from above, in no set order.
SMILES	S1P2 ag	E coli WT exp	HUVEC prolif 384	S1P2 antag	Fibroblast inh	PostGolgi yeast	PostGolgi ctrl	H69AR inhibit	hDAT+cocaine
CCSc1nnc(Cc2cc(=O)[nH]c(=O)[nH]2)n1-c1cccc(C)c1	·	·	94.5	·	96.8	·	·	103.7	0.317
COc1ccc(-c2nc(C(N)=O)c3[nH]c(=O)n(-c4cccc(Cl)c4)c3n2)cc1OC	-3.0	-19.0	32.3	-21.9	7.5*	8.5	3.3	2.1*	·

Remaining list, next part.
SMILES	S1P2 ag	E coli WT exp	HUVEC prolif 384	S1P2 antag	Fibroblast inh	PostGolgi yeast	PostGolgi ctrl	H69AR inhibit	hDAT+cocaine
CCCc1[nH]nc2c1C(c1ccc(OC)c(Cn3nc(C)c(Br)c3C)c1)C(C#N)=C(N)O2 (configuration not stated)	-5.7	-3.0	83.2	-5.2	95.9	-9.8	11.1	87.4	0.836
CNS(=O)(=O)c1ccc(C)cc1	-5.0	-5.0	106.8	-24.1	99.8	3.2	-4.5	108.7	-0.0541
COc1ccc2[nH]c(=O)c(C(c3nnnn3C3CCCCC3)N3CCN(C)CC3)cc2c1 (configuration not stated)	·	-6.0	91.1	·	100.0	-8.9	-9.6	98.7	0.206
COc1ccc([N+](=O)[O-])cc1NC1CCCCC1	-1.5	7.0	·	7.9	·	-2.3	11.6	·	-0.196
Cc1ccccc1C(=O)c1cccn1CC(=O)NCC1CCCO1 (configuration not stated)	-6.9	-4.0	99.7	13.2	98.5	-5.4	19.4	90.1	0.293
NS(=O)(=O)c1ccc(CCNC(=O)C2Cc3ccccc3CN2C(=O)c2ccco2)cc1 (configuration not stated)	-5.3	4.0	·	-11.5	·	-2.1	1.7	·	-0.445
C1=C(c2ccc(-c3ccccc3)cc2)Nc2ncnn2C1c1ccco1 (configuration not stated)	-8.1	-15.0	81.9	7.1	101.5	3.5	19.6	18.4*	0.182
CCOC(=O)N1CCC(NC(=O)CCc2c(C)nc3nc(C)nn3c2C)CC1	·	3.0	102.2	·	98.1	11.9	5.1	95.7	·
COCCN(C(=O)CNC(=O)c1cccs1)C(C(=O)NC1CCCC1)c1cccs1 (configuration not stated)	·	-4.0	91.6	·	94.4	3.4	8.8	94.6	0.392
Cc1noc(C)c1COC(=O)c1ccccc1NC(=O)Cc1ccccc1	-1.1	-6.0	84.1	-24.3	91.7	4.8	17.6	82.7	0.799
CCn1cnc2c(cnn2-c2ccccc2)c1=O	-5.0	2.0	88.2	18.7	98.0	2.3	7.5	91.7	-0.251
O=C(CSCC(=O)NCc1ccco1)NCc1ccco1	-3.6	6.0	97.9	-1.0	100.2	0.9	7.7	86.6	-0.0319
FC(F)(F)c1nnc(-c2ccccc2)nc1Sc1ccc(Cl)cc1	-4.4	-17.0	·	-14.8	·	-1.6	19.6	·	-0.547
CC1(C)CC(=O)C(CC(=O)Nc2ccc(S(N)(=O)=O)cc2)=C(O)C1	-5.5	4.0	96.0	9.2	111.7	1.1	0.5	87.8	0.144
COc1ccc(Br)cc1/C=c1\sc2nc(-c3ccco3)nn2c1=O	·	·	94.6	·	106.5	·	·	89.6	0.184
Clc1ccccc1-c1nnn(Cc2ccc(-c3nn[nH]n3)cc2)n1	-2.4	1.0	87.5	0.9	88.4	4.9	-1.9	88.7	0.248
COc1cccc2c1C(=O)c1ccc3ccccc3c1C2=O	-4.0	-7.0	·	-12.6	·	5.0	16.6	·	0.276
Nc1nc(SCc2ccc(Cl)cc2Cl)ns1	-7.8	·	68.5	9.8	93.2	·	·	93.3	-0.52
Cc1cc(C)n2c(SCc3cccs3)nnc2n1	-8.5	9.0	·	-3.8	·	-7.1	37.4*	·	0.51
COc1ccc(C2C(C(=O)OCC(=O)N3CCCCC3)CCC(=O)N2c2ccc(OC)cc2)cc1 (configuration not stated)	-3.0	6.0	100.4	9.3	·	-5.5	-4.1	100.0	0.509
CCN(CC)S(=O)(=O)c1ccc(Nc2nc3ccccc3n3nnnc23)cc1	·	3.0	53.2	·	·	3.0	15.7	70.2	0.079
O=S(=O)(NCC1CCCO1)c1ccc(S(=O)(=O)N2CCc3ccccc3C2)cc1 (configuration not stated)	-5.3	-2.0	105.6	-1.2	96.2	-4.9	-7.2	94.0	-0.283
O=C(O)C1Cc2ccccc2CN1S(=O)(=O)c1ccc2ccccc2c1 (configuration not stated)	-4.8	12.0	·	0.7	·	7.7	-1.7	·	-0.522
Clc1ccc(SCc2cn3cccnc3n2)cc1	-8.9	12.0	96.6	5.1	99.4	9.7	-2.9	84.8	-0.701
CCOC(=O)C1=C(CSc2nncn2C)NC(=O)NC1c1cc(OCC)ccc1OCC (configuration not stated)	1.2	-8.0	104.7	-4.5	98.5	11.9	0.8	94.5	0.0786

PostGolgi ctrl: entries above that show a hit.
| canonical_smiles | S1P2 ag | S1P2 antag | PostGolgi ctrl | hDAT+cocaine |
| --- | --- | --- | --- | --- |
| O=C(NCCCNC(=O)c1ccccn1)c1ccccn1 | · | · | 34.6* | -0.139 |
| COc1ccccc1CO/N=C/NC(=O)c1c(OC)ccnc1Oc1ccc(F)cc1 | -4.7 | -11.5 | 50.6* | 0.662 |
| Cc1cc(C)n2c(SCc3cccs3)nnc2n1 | -8.5 | -3.8 | 37.4* | 0.51 |

Other structures follow.
SMILES	S1P2 ag	E coli WT exp	HUVEC prolif 384	S1P2 antag	Fibroblast inh	PostGolgi yeast	PostGolgi ctrl	H69AR inhibit	hDAT+cocaine
Cc1c(CCO)c(=O)[nH]n1C(=O)c1c(F)cccc1F	-3.2	3.0	·	-7.6	·	0.5	8.8	·	0.00171
COc1cccc(NC(=O)CSc2ncnc3c2cnn3Cc2ccccc2)c1	-2.5	-11.0	72.3	-11.0	93.9	0.2	1.9	75.9	-0.0345
CCn1c(CNc2ccc(Cl)cc2)nnc1SCc1ccccc1	-1.0	7.0	·	-16.3	·	98.8*	92.5*	·	1.77*
CCN(CC)c1ccc(NC(=O)CN2CCN(S(=O)(=O)c3cc(Cl)ccc3OC)CC2)cc1	-9.4	-11.0	67.4	23.2	90.5	-12.4	8.7	68.4	1.52
CC(=O)Nc1ccc2nc(-c3ccncc3)[nH]c2c1	-4.6	-3.0	105.0	-9.8	98.9	-3.7	7.8	95.6	0.343
O=S(=O)(Nc1ccc(S(=O)(=O)N2CCOCC2)cc1)c1ccccc1	-4.6	3.0	89.1	5.0	89.1	-0.2	-0.6	106.3	0.176
Cc1ccc(S(=O)(=O)Nc2nsc(N)n2)cc1	·	15.0	90.0	·	97.8	-4.3	0.4	74.4	-0.571
CC(C)CNc1ncnc2c1sc1nc(N3CCOCC3)c3c(c12)CC(C)(C)OC3	1.7	-8.0	·	-16.8	·	5.9	7.6	·	-0.00825
COc1ccc(N2CCN(S(=O)(=O)Cc3ccccc3)CC2)cc1	-2.6	-11.0	91.6	-31.2	93.5	0.5	6.2	85.9	-0.371
O=C(Nc1ccncc1)c1cccc(F)c1	-3.1	5.0	102.0	-9.1	101.4	15.7	32.3*	93.8	-0.0276
CCCCOc1ccc(S(=O)(=O)NCc2csc(C)n2)cc1	-4.0	2.0	90.5	-11.4	103.1	5.0	2.4	103.9	-0.823
CCOC(=O)C1=C(C)OC(N)=C(C#N)C1c1c(C)nn(-c2ccccc2)c1Cl (configuration not stated)	·	5.0	83.7	·	92.4	-3.7	28.1	·	-7.43*
CCOC(=O)N1CCc2c(sc3nc4n(c(=O)c23)N=C(C)CS4)C1	-6.9	6.0	·	3.4	·	-0.3	7.6	·	0.122
Cc1ccc(CN2C(=O)CSc3ccc(C(=O)NCCN4CCOCC4)cc32)cc1	·	-9.0	95.5	·	·	6.3	1.8	82.9	0.874
Cc1ccc(N(C(=O)C2CCCC2)C2C=CS(=O)(=O)C2)cc1 (configuration not stated)	-6.0	1.0	90.3	-6.3	95.2	4.6	38.6*	94.7	0.0357
